# HIV peptide binding = inhibitors of HIV fusion peptide binding, primary screen, biochemical, uHTS, fluorescence dequenching (AID 1986). cell-free peptide binding, fluorescence dequenching, 30 min; higher % means a stronger effect. inhibition, % at 20 µM; hits with a dose series show IC50 in µM. 290,000 compounds, 0.3% hits; in the data active = inhibition mostly above about 52%, no sharp cut-off; inactive = mostly below about 76%; note: some results filed as inactive read as strong as hits
# GPR55 antagonists = inhibition of LPI-stimulated GPR55 beta-arrestin translocation – imaging, U2OS, beta-arrestin-GFP, LPI agonist, primary screen (AID 2013). U2OS GPR55 beta-arrestin-GFP translocation imaging, LPI antagonism; higher % means a stronger effect. inhibition, % at 10 µM, or IC50 in µM where a hit was titrated. 290,000 compounds, 0.13% hits;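 active = spots per cell inhibited over 60%, with over 100 cells counted and total cytoplasm intensity under 500,000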;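 note: U2OS cells stably carrying GPR55 and arrestin-GFP stimulated by 5 µM LPI near EC80; imaged beta-arrestin-GFP aggregate spots per cell after agonist stimulation; plate controls were LPI-stimulated DMSO wells for no effect and DMSO wells without LPI for full effect; some results filed as inactive read as strong as hits; confirmed hits need IC50 under 10 µM and bright autofluorescent wells are also inconclusive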
# NOD1 inhibition = inhibition of NOD1-driven NF-kB reporter – cell-based, luminescence, uHTS, primary screen (AID 1578) | NOD1-driven NF-kB luciferase reporter cells, luminescence; higher % means a stronger effect | inhibition, % at 4 µM, or EC50 in µM where a hit was titrated | 290,000 compounds, 1% hits; in the data active = inhibition mostly above about 36%, no sharp cut-off; inactive = mostly below about 34%;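 note: HEK-293T reporter cells stimulated with the NOD1 agonist gamma-tri-DAP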
# KOR beta-arrestin-1 = kappa opioid receptor activators – cell-based, luminescence, uHTS, primary screen (AID 1777); KOR beta-arrestin recruitment, luminescence; higher % means a stronger effect; one-dose activation, % at 10 µM; EC50 in µM for titrated hits; 280,000 compounds, 0.02% hits; in the data active = activation above about 50%, passing the limit was not always enough; note: a part of the inactive calls stands beside numbers as strong as those of hits
# NOD2 inhibition = NOD2 signaling inhibitors, cell-based, luminescence, uHTS, HEK293 (AID 1566); HEK293 NOD2/NF-kB luciferase reporter, luminescence; higher % means a stronger effect; one-dose inhibition, % at 4 µM; EC50 in µM for titrated hits; 290,000 compounds, 0.63% hits; note: many of its hits are not listed in these tables
# GPR55 activation = selective activators of receptor GPR55 – imaging, U2OS cells, beta-arrestin-GFP redistribution, primary screen (AID 1961). 290,000 compounds, 0.048% hits. U2OS GPR55 beta-arrestin-GFP redistribution imaging; higher % means a stronger effect. activation, % at 10 µM; hits with a dose series show EC50 in µM;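 active = activation above 40% with more than 50 cells counted in the well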;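 note: U2OS osteosarcoma cells stably expressing GPR55 and beta-arrestin-GFP; plate controls were DMSO negative control for no effect and LPI positive control for full effect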
# KOR beta-arrestin-2 = kappa opioid receptor blockers – cell-based, luminescence, uHTS (AID 1778). 290,000 compounds, 0.091% hits. inhibition, % at 10 µM; hits with a dose series show IC50 in µM. KOR beta-arrestin recruitment, luminescence, antagonist mode; higher % means a stronger effect; note: strong numbers were not always called active
# Myeloid diff MLP = myeloid differentiation induction. AID 624256. ER-HoxA9 myeloid progenitors, lysozyme-GFP differentiation, flow cytometry. calls only at 10 µM. 360,000 compounds, 1% hits;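 active = normalized GFP-positive differentiation at or above the plate's own cutoff, the solvent-only control mean plus 3 SD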;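 note: cells exposed to compound for four days before flow analysis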
# GPR35 arrestin U2OS = inhibition of zaprinast-stimulated GPR35 beta-arrestin translocation – imaging, U2OS, beta-arrestin-GFP, zaprinast agonist, primary screen (AID 2058); one-dose inhibition, % at 10 µM; IC50 in µM for titrated hits; U2OS GPR35 beta-arrestin-GFP translocation imaging, zaprinast antagonism; higher % means a stronger effect; 290,000 compounds, 0.052% hits;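 active = inhibition of at least 50% with at least 30 cells and total cytoplasm GFP at most 10,000,000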
# Myeloid diff MLP GFP+ MAC1+ % = second read-out of Myeloid diff MLP, no call of its own (marks repeat the call); GFP+ MAC1+ double positive, %; measured here: differentiation confirmed by MAC1 staining
# * = called active by the depositor; i = inactive; / = not tested or not shown; + = active, no number; [ ] = another dose, or the depositor's remark. Cut-off read from the data, not from the text of the source, unless noted: active = inhibition above about 50%; inactive = the rest. Only part of the results is shown; the hit share may differ from the screen's.
SMILES,GPR55 activation,KOR beta-arrestin-1,Myeloid diff MLP,NOD2 inhibition,NOD1 inhibition,KOR beta-arrestin-2,HIV peptide binding,GPR55 antagonists,GPR35 arrestin U2OS,Myeloid diff MLP GFP+ MAC1+ %
COc1ccc(C)cc1NC(=O)CSc1nc(SC)ns1,0.2%,4.2%,i,0%,-27%,-16%,-1.2%,3%,-9%,0.6
CCN1C(=O)/C(=C2\C=Cc3ccccc3N2CC)SC1=S,0.3%,-0.1%,i,0%,6%,15%,-6.2%,8%,-4%,1.9
CC1CCCCC1NC(=O)COC(=O)/C=C/c1ccc2c(c1)OCO2 (centres undefined),0.2%,4.7%,i,15%,19%,-13%,0.4%,-16%,3%,0.3
CN1CCN(C(=O)c2ccc(-n3cccc3)cc2)CC1,0.2%,0.9%,i,17%,-1%,-20%,-1.5%,-7%,5%,1.5
CCOC(=O)C1CCN(S(=O)(=O)c2cn(C)c(C)n2)CC1,-0.1%,-1.3%,i,10%,-30%,8%,-1.1%,18%,14%,1.5
CCOc1ccccc1CN(Cc1ccco1)S(=O)(=O)c1ccc(-n2cnnn2)c(OC)c1,-0.1%,-4.0%,+,-49%,-3%,-72%,-1.5%,6%,14%,6.4*
CC1(C)CC2(CCO1)OC(=O)CC2C(=O)Nc1c(Cl)cccc1Cl (centres undefined),-0.1%,5.6%,i,4%,5%,1%,0.3%,-1%,-7%,0.6
CCOc1ccc(NC(=O)Cn2c(=O)oc3ccccc32)cc1,-0.1%,-2.6%,i,-19%,19%,-58%,-3.0%,49%,13%,1.5
N#Cc1cc2cc3c(cc2nc1SCC(=O)N1CCOCC1)OCCO3,-0.2%,1.8%,i,14%,28%,-10%,0.2%,7%,-8%,0.5
CC(=O)C12C3C4C(C5C1C3C5(Br)C41OCCO1)C21OCCO1 (centres undefined),0.2%,-4.2%,i,11%,5%,3%,-2.8%,2%,-3%,1.4
COc1ccc(NC(C)=O)cc1CP(=O)(c1ccccc1)c1ccccc1,0.2%,-0.5%,i,10%,2%,22%,-0.7%,9%,6%,0.7
COc1cc(OC)cc(C(=O)NNC(=S)NC2CC2)c1,-0.1%,-6.2%,i,12%,-36%,3%,-0.7%,10%,-13%,0.0
Cc1ccc(NS(=O)(=O)c2ccc(Br)s2)nc1,-0.2%,2.5%,i,7%,-5%,-13%,0.0%,0%,-4%,0.3
O=C(Cn1cc(SCc2ccc(Cl)cc2)c2ccccc21)N1CCOCC1,-0.1%,2.8%,i,-30%,-40%,10%,-0.3%,-3%,-5%,1.2
Cn1cncc1C(=O)c1ccccc1,-0.3%,6.2%,i,20%,-9%,7%,0.1%,-8%,-4%,0.4
COC(=O)CN1C(=O)C(O)(CC(=O)c2ccc(Cl)cc2)c2ccccc21 (centres undefined),-0.1%,0.0%,i,0%,-22%,33%,-0.7%,7%,6%,1.9
COc1cc(OC)cc(C(=O)Nc2nnc(-c3cccnc3)o2)c1,0.5%,0.1%,i,6%,-41%,-13%,2.7%,-4%,0%,0.3
CC(=O)Nc1ccc(C(=O)N(C2=NC(C)CS2)c2ccc(Cl)cc2)cc1 (centres undefined),-0.1%,4.1%,i,3%,15%,1%,0.6%,-1%,-2%,0.5
Cc1nc(/C(N)=N/OC(=O)c2c(-c3ccccc3Cl)noc2C)cs1,-0.2%,-5.3%,i,-8%,-4%,19%,-0.1%,8%,5%,0.4
COC(=O)c1cn(-c2ccccc2)c(C)c1C(=O)OC,-0.4%,-0.3%,i,10%,-22%,15%,-1.3%,-5%,11%,0.9
Cc1c(C(=O)N2CCOCC2)sc2nc(-c3ccccc3)cn12,-0.1%,5.4%,i,-22%,-34%,-28%,1.0%,4%,-6%,2.7
COc1ccc(Cn2ccnc2SCC(=O)NC2CCCC2)cc1,0.0%,5.1%,i,9%,13%,-3%,-2.0%,-2%,5%,0.7
CCn1c2ccccc2c2cc(NC(=O)c3ccc(=O)oc3)ccc21,-0.2%,3.8%,i,12%,-5%,-29%,41%,-2%,10%,0.6
OC(COc1ccc2c(c1)OCO2)CN1CCCCC1 (centres undefined),-0.5%,-4.9%,i,-2%,-11%,-10%,0.8%,10%,-5%,0.7
NS(=O)(=O)c1ccc(N/N=C/C=C/c2ccccc2[N+](=O)[O-])cc1,-0.2%,-4.0%,i,-35%,-57%,-22%,-3.1%,11%,-10%,0.0
CN(C)CCP(=O)(c1ccccc1)c1ccccc1,0.3%,-4.5%,i,15%,-27%,2%[20 µM],0.7%,-5%,-16%,0.2
CC(=O)Nc1ccc(-c2cc(NC(C)=O)n(-c3ccccc3)n2)cc1,-0.2%,-2.2%,i,6%,1%,-38%,0.0%,-9%,3%,0.8
C=CCn1c(SCCC(=O)O)nc2c1c(=O)n(C)c(=O)n2C,0.1%,0.1%,i,-6%,-13%,-20%,0.4%,1%,-18%,8.0
C=CSc1sc(Cl)c(N2CCOCC2)c1[N+](=O)[O-],0.2%,-1.1%,i,-8%,-4%,-68%[20 µM],-3.3%,-4%,-6%,0.5
CCOc1ccc(Cn2c(C)nc([N+](=O)[O-])c2SCC(O)CCl)cc1[N+](=O)[O-] (centres undefined),0.2%,-0.4%,i,29%,18%,20%,-0.4%,-7%,-5%,6.0
O=C(NCCc1ccc(Cl)cc1)c1ccc2c(c1)OCO2,-0.1%,2.7%,i,-147%,-72%,-7%,-0.7%,0%,-2%,1.4
C/C(CC(=O)Nc1cc(Cl)ccc1Cl)=N\NC(=O)c1ccccc1Br,0.1%,0.3%,i,6%,-29%,-2%,2.2%,-1%,5%,1.5
O=C(NC(Nc1nc2ccc([N+](=O)[O-])cc2s1)(C(F)(F)F)C(F)(F)F)c1cccnc1,-0.5%,9.3%,i,39%,60%,3%,2.6%,2%,12%,0.3
N/C(=N\c1nc(C(F)(F)F)cc(=O)[nH]1)Nc1ccc(Cl)cc1,-0.1%,-1.3%,/,5%,-16%,14%,2.4%,12%,-4%,/
CCN1C(=O)[C@@H]2[C@H](C1=O)[C@@H]1C[C@H]3C(=O)N(CC)C(=O)[C@H]3[C@@H]3C1=C(C(=O)N1C(=O)OC(=NCC4CC4)[C@]31C)[C@@H]2C,-0.1%,4.2%,i,18%,-1%,20%,-0.3%,6%,-1%,1.6
COc1ccc(-c2cc(C(F)(F)F)nc(SCC(=O)Nc3cc(C)on3)n2)cc1,0.0%,-5.0%,i,-10%,-9%,-2%,-1.9%,8%,-2%,0.7

# One compound at a time, as listed above.
# CC1(C)CC2(CCO1)OC(=O)CC2C(=O)Nc1c(Cl)cccc1Cl (centres undefined) is entered as GPR55 activation: -0.1%; KOR beta-arrestin-1: 5.6%; Myeloid diff MLP: i; NOD2 inhibition: 4%; NOD1 inhibition: 5%; KOR beta-arrestin-2: 1%; HIV peptide binding: 0.3%; GPR55 antagonists: -1%; GPR35 arrestin U2OS: -7%; Myeloid diff MLP GFP+ MAC1+ %: 0.6
# CC1CCCCC1NC(=O)COC(=O)/C=C/c1ccc2c(c1)OCO2 (centres undefined) is entered as GPR55 activation: 0.2%; KOR beta-arrestin-1: 4.7%; Myeloid diff MLP: i; NOD2 inhibition: 15%; NOD1 inhibition: 19%; KOR beta-arrestin-2: -13%; HIV peptide binding: 0.4%; GPR55 antagonists: -16%; GPR35 arrestin U2OS: 3%; Myeloid diff MLP GFP+ MAC1+ %: 0.3

# (listing goes on)
SMILES,GPR55 activation,KOR beta-arrestin-1,Myeloid diff MLP,NOD2 inhibition,NOD1 inhibition,KOR beta-arrestin-2,HIV peptide binding,GPR55 antagonists,GPR35 arrestin U2OS,Myeloid diff MLP GFP+ MAC1+ %
c1ccc(-c2csc(Nc3cccnc3)n2)cc1,0.2%,-1.2%,i,-53%,5%,3%,-2.2%,-16%,10%,1.6
Cc1cccc(NC(=O)C2c3ccccc3C(=O)N3CCc4ccccc4C23)n1 (centres undefined),0.5%,-0.4%,i,21%,-13%,17%,-1.2%,-3%,-6%,3.1
COc1cccc(-c2ccc(=O)n(CC(=O)Nc3cc4c(cc3NC(C)=O)OCCO4)n2)c1,-1.0%,1.7%,i,-5%,9%,8%,0.1%,-1%,-10%,3.1
Cc1ccc(C)c(N2CCN(S(=O)(=O)c3c(C(=O)N4CCCCC4)c(C)n(C)c3C)CC2)c1,0.0%,5.7%,i,8%,-5%,-17%,0.7%,11%,18%,2.1
COc1cc(Cl)ccc1OCc1cc(C(=O)N2CCC(N(C)C)C2)no1 (centres undefined),0.1%,0.7%,i,16%,-9%,-22%,-0.7%,2%,0%,0.7
CCOC(=O)C1=C(C)OC(N)=C(C#N)C1c1cc(C)sc1C (centres undefined),0.0%,-4.0%,/,21%,21%,7%,-1.1%,14%,-7%,/
COc1cc(C(=O)N2CCN(c3ccccc3)CC2)c([N+](=O)[O-])cc1OC,0.0%,-3.3%,i,-14%,-24%,-23%[20 µM],-0.2%,12%,8%,0.1
COc1ccc(NC(=O)COC(=O)CNS(=O)(=O)c2ccc(C)cc2)c(OC)c1,1.0%,0.4%,i,9%,4%,21%,-1.2%,15%,-3%,1.3
O=C1c2cccnc2C(O)N1Cc1cccs1 (centres undefined),0.4%,-0.5%,i,-4%,20%,5%,-1.4%,12%,13%,1.9
CC(C)c1nc2oc3c(=O)[nH]cnc3c2c2c1CCC2,-0.2%,-7.6%,i,7%,0%,22%,-1.7%,-16%,0%,1.0
CCOC(=O)C(C(=O)OCC)C(Nc1cccc(Br)c1)c1ccccc1 (centres undefined),0.3%,-0.2%,i,-10%,-35%,6%,2.1%,25%,9%,1.5
OCCCN1c2ccccc2Nc2nnc(-c3ccccc3)cc21,1.0%,-2.7%,i,-105%,-7%,8%,-1.7%,21%,12%,0.0
Cc1cccc2cc(CN(Cc3cccs3)C(c3nnnn3C3CCCC3)C(C)C)c(=O)[nH]c12 (centres undefined),-0.2%,66%*,i,-11%,27%,-87%,-1.3%,-9%,-6%,0.2
C=CCc1ccc(OCCOCCNCCOC)c(OC)c1,0.3%,8.5%,i,11%,15%,22%,-2.8%,1%,4%,0.4
CCOC(=O)c1sc(NC(=O)CSc2n[nH]c(CC(C)C)n2)nc1C,-0.1%,1.3%,i,11%,3%,-1%,4.5%,4%,2%,0.6
CCOC(=O)c1cc(-c2ccccc2)sc1NC(=O)CSc1nncs1,0.3%,-6.2%,i,20%,-21%,-13%,4.0%,10%,46%,0.7
COC(=O)c1ccc(C(=O)N2CCCC(Nc3ccc(F)c(F)c3)C2)cc1 (centres undefined),0.3%,-2.6%,i,9%,-11%,8%,-1.6%,15%,-14%,0.4
Cc1ccc(-c2noc(CN3CCCCC3)n2)cc1,0.3%,7.0%,i,-63%,-88%,-21%,2.4%,5%,-5%,1.2
O=C(O)Cc1sc(NCCc2ccccc2)nc1-c1ccc(F)cc1,-0.2%,0.0%,+,-6%,-8%,7%,5.5%,9%,21%,0.6*

# Screening results from PubChem.
